Screens: PubChem, National Center for Advancing Translational Sciences (NCATS)
D1 PAM: human D1 dopamine receptor positive modulation; P21728; HEK293 TREx D1 cells, calcium flux, dopamine EC20 potentiation; potentiation, % at 10 µM; actives 0.036% (n = 360,000); AID 504651; in the data active = potentiation above about 30%; also: 0% is about no effect
RXFP1 agonist: agonists of human relaxin receptor RXFP1 | HEK293T-RXFP1 cAMP TR-FRET, 30 min; response scale: percent of porcine relaxin response, buffer zero | Q9HBX9 | Potency, µM (series often up to 57.5 µM), for the others: at the top dose activation, most hits filed as activators | actives 0.3% (n = 370,000) | AID 2676; also: potency is read from the fitted curve at half-maximal effect; % is scaled to controls: 0 for no effect and ±100 for the full control effect; nearly all actives have a fitted effect of over 60% in size; many of its hits are not listed in these tables
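HEK293 cells stably expressing RXFP1, treated 30 min at 37C with compounds plus PDE4 inhibitor Ro 20174; cAMP measured by HTRF TR-FRET. Normalized to buffer and 29 nM porcine relaxin; EC50 by Hill fit.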
RXFP1 antag: RXFP1 (human) relaxin receptor antagonism; AID 1259400; Q9HBX9; HEK293-RXFP1, relaxin-stimulated cAMP HTRF, 30 min; stronger effect = lower value; actives 0.59% (n = 350,000); activity change, negative = inhibition, % at 57.5 µM;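 active = activity change of -60% or lower, but not beyond a set lower limit; inconclusive = change between -60% and -40%, or beyond the set limit; inactive = change above -40%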; also: % is scaled to controls: 0 for no effect and ±100 for the full control effect
GRP78 ERSR act: induces the endoplasmic reticulum stress response in human glioma cells | actives 0.02% (n = 420,000) | AID 602332 | U87-MG GRP78 promoter luciferase reporter, 16 h | Potency, µM, for inactives: top-dose activation, hits mostly activators; also: potency is read from the fitted curve at half-maximal effect; series mostly up to about 76 µM; % of control where 0% means no effect; nearly all actives have a fitted effect of over 35% in size
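Stably transfected U87-MG human glioma cells carrying a GRP78-based luminescent sensor were seeded at 1000 cells/well, pin-dosed with compounds and incubated 16 h. Luciferase reagent was then added, and end-point luminescence was read after 10 min at room temperature.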
D1 agonist: agonists of human D1 dopamine receptor | P21728 | HEK293 T-REx D1 cells, calcium flux, agonist mode | activation, % at 2 µM | actives 1% (n = 360,000) | AID 504660; in the data active = activation above about 30%; also: 0% is about no effect
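Tetracycline-induced HEK293 TREx D1 cells, force-coupled to calcium signalling, were dye-loaded with a no-wash calcium kit. Compound was pin-added after a 10 s baseline. Fluorescence was read kinetically at 1 cycle/s for 180 s, with calcium rises flagged as agonism.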
D1 antagonist: blocks dopamine activation of the human D1 receptor | HEK293 TREx D1 cells, calcium flux, dopamine EC80; stronger effect = lower value | activity change, negative = inhibition, % at 10 µM | actives 3.2% (n = 360,000) | AID 504652; in the data active = activity change below about -30%; also: % is scaled to controls: 0 for no effect and ±100 for the full control effect
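Antagonism measured as reduced calcium response to an EC80 dopamine addition following 180 s compound pre-read; cells were inducible HEK293 Trex D1 plated overnight at 30 C, read kinetically at 1 cycle/sec.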
D2 PAM: D2 dopamine receptor (human) potentiation. HEK293 T-REx D2, calcium flux, EC20 dopamine potentiation. actives 0.34% (n = 340,000). AID 485347. P14416. potentiation, % at 10 µM;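 active = potentiation over 3 SD above the plate norm, cut at about 30% in these data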; also: 0% is about no effect
Target sequence (P14416 whole entry, looked up): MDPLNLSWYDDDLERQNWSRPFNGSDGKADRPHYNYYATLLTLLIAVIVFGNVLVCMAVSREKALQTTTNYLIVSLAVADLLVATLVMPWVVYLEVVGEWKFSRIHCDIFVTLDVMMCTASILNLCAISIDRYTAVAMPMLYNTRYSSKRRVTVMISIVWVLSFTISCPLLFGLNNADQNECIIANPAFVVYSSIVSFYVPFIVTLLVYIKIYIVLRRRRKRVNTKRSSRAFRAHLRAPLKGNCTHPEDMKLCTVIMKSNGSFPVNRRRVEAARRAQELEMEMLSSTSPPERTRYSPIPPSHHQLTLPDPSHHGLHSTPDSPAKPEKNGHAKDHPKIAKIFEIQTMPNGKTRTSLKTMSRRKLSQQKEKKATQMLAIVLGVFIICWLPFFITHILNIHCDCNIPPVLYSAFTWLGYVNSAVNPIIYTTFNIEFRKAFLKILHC
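Using a no-wash calcium dye in inducible, force-coupled HEK293 Trex cells expressing D2, we tracked fluorescence each second for 180 s after compound, then for 180 s after EC20 dopamine to detect augmented signalling.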
Vif-A3G inh: inhibitors of Vif-APOBEC3G interaction | Q9HC16 | HeLa A3G-eYFP + Vif (tagged APOBEC3G with the HIV-1 protein that degrades it), YFP fluorescence, overnight | Potency, µM (series often up to 46.1 µM), without a hit: at the top dose activity, negative = active, hits mostly inhibitors | actives 0.076% (n = 410,000);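 also: potency is read from the fitted curve at half-maximal effect; % is scaled to controls: 0 for no effect and ±100 for the full control effect; nearly all actives have a fitted effect of over 60% in size; hits raise eYFP signal because A3G escapes Vif-driven loss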
Target sequence (Q9HC16 whole entry, looked up): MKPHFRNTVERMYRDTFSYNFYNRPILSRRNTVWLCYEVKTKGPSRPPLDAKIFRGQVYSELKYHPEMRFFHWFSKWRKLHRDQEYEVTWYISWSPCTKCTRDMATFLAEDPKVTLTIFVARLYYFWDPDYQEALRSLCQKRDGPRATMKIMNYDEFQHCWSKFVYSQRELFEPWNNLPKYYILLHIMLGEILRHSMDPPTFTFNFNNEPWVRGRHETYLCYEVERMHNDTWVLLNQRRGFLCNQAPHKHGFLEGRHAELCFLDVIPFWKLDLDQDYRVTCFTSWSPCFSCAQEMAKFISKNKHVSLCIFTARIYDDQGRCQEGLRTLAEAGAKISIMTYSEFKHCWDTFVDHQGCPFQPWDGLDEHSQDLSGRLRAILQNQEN
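HeLa cells stably expressing Vif and C-terminally eYFP-tagged A3G, seeded overnight at 37 deg C, then exposed to compound by pintool overnight at 37 deg C. Rise in yellow fluorescence (Ex 488/Em 500-530, Acumen) marks blocked Vif-driven A3G degradation.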
Vif-APOBEC3F blk: blocks the Vif interaction with APOBEC3F. HeLa A3F-eYFP + Vif (tagged APOBEC3F with the HIV-1 protein that degrades it), YFP fluorescence increase. AID 602313. actives 0.2% (n = 390,000). Potency, µM (series often up to 46.1 µM), without a hit: at the highest dose activity, negative = active; also: potency is read from the fitted curve at half-maximal effect; % of control where 0% means no effect; nearly all actives have a fitted effect of over 65% in size
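Fluorescence increase (Ex 488/Em 500-530) after overnight compound treatment at 37 deg C flags inhibition of Vif-driven A3F-eYFP loss in stable HeLa A3F-eYFP/Vif cells seeded overnight beforehand.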
* = called active by the depositor; ? = inconclusive; nt = no result given. Unless noted, calls follow the shape of the dose curve; as a rule, active = well fitted curve in the direction sought with a large enough effect; inconclusive = small, poorly fitted or top-dose-only effect, or another doubt; inactive = no such curve, though single readings can be large; an effect the other way counts as inactive or inconclusive.

molecule | D1 PAM | RXFP1 agonist | RXFP1 antag | GRP78 ERSR act | D1 agonist | D1 antagonist | D2 PAM | Vif-A3G inh | Vif-APOBEC3F blk
Cc1ccc(CNC(=O)C2CC(=O)N(CCC(C)C)C2)cc1 (configuration not stated) | -1 | -0.5% | -1 | -2% | 2 | 3 | 2 | -2% | 0%
Cc1ccc(N/C=C2\CCCCC2=O)nc1 | -17 | 5.3% | -2 | ? | 2 | -3 | 0 | 2% | 4%
O=C1C2CCCN2C(c2ccccc2F)N1c1ccc(Cl)cc1 (configuration not stated) | -7 | -1.5% | 1 | 3% | 1 | -5 | -1 | 2% | -5%
COc1ccc(CCn2c(C)cc(C(=O)CSc3nnnn3-c3ccccc3)c2C)cc1 | 0 | -1.0% | -8 | -7% | 8 | -9 | -6 | 1% | 3%
CCc1ccccc1N1C(=O)CC(Sc2nccc(C)n2)C1=O (configuration not stated) | 3 | -0.1% | -8 | -4% | -1 | -7 | 3 | 4% | -8%
Cn1c(=NN=Cc2ccccc2OCCO)sc2ccccc21 | nt | nt | -3 | -1% | nt | nt | nt | 1% | 6%
Cn1nc(C(=O)NCc2ccccc2)c2ccccc2c1=O | 2 | -1.1% | 6 | 2% | 2 | -4 | 12 | -9% | -5%
CC1CCCCN1C(=O)c1cc2ccccc2cc1O (configuration not stated) | 0 | 0.4% | -6 | -2% | 6 | -8 | 15 | 1% | -1%
Cc1ccccc1C(=O)Nc1sc2c(c1C(=O)O)CCC(C(C)(C)C)C2 (configuration not stated) | 0 | -0.7% | -10 | -3% | 0 | -15 | -3 | -4% | 1%
O=C(NC1CC(=O)N(c2ccccc2)C1)C1CCCC1 (configuration not stated) | -1 | 2.0% | 2 | -2% | 1 | nt | nt | 2% | 5%
COc1ccccc1CNC(=O)C1CC(=O)N(C2CCCC2)C1 (configuration not stated) | -11 | -2.9% | 3 | -2% | 2 | 12 | 2 | -5% | -1%
COc1ccc(CN(C)C(c2ccccc2)c2nnnn2-c2ccccc2C)c(OC)c1C (configuration not stated) | -3 | 0.2% | -6 | -3% | 0 | -1 | -3 | -4% | -1%
CCCCNS(=O)(=O)c1ccc(N2CCCCS2(=O)=O)cc1 | 1 | 2.2% | 1 | -3% | 6 | -11 | 0 | 7% | 5%
Cn1cccc1CC(=O)N/N=C/c1ccc(Cl)cc1 | -2 | -1.8% | -16 | 8% | 1 | -4 | -7 | -4% | 5%
CCC(C)NS(=O)(=O)c1ccc(NC(=O)CCC2CCCCC2)cc1 (configuration not stated) | -4 | 1.8% | -1 | -2% | 2 | -6 | 13 | 2% | -16%
CCS(=O)(=O)c1ccc(O)c(NC(=O)/C=C/c2ccc(Cl)cc2)c1 | 8 | 2.4% | 6 | -4% | 3 | -16 | -11 | 0% | 7%
COc1ccc(OC(C)C(=O)N2CCN(c3ccccn3)CC2)cc1 (configuration not stated) | 2 | 2.3% | -5 | -6% | 3 | 8 | -4 | -3% | -5%
O=C(NCC1CCCO1)C(=O)NCC(c1ccco1)N1CCN(c2ccccc2)CC1 (configuration not stated) | -5 | 1.0% | nt | -3% | 7 | -24 | -6 | 1% | ?
CCOc1ccc(/C(CCC(=O)O)=N/NC(=O)c2cccc(S(=O)(=O)Nc3ccccc3OC)c2)cc1 | nt | nt | -21 | 0% | nt | nt | nt | -6% | -2%
CC(C)c1[nH]c(=O)c(C#N)c2c1CSC(C)(C)C2 | 0 | -0.2% | 4 | -6% | 1 | 4 | -8 | 1% | 5%
S=c1[nH]nc(-c2ccc3ccccc3n2)n1-c1ccc(Cl)cc1 | 5 | 7.6% | -27 | -5% | 0 | -9 | 9 | 3% | -6%
CCN(CC)S(=O)(=O)c1ccc2[nH]c(=O)cc(C(=O)Nc3ccccc3N3CCOCC3)c2c1 | nt | 1.1% | 0 | 0% | 1 | -16 | 7 | -6% | 1%
Cc1ccc(C(C(=O)NCc2ccc(F)cc2)N(C(=O)c2csnn2)C2CC2)cc1 (configuration not stated) | nt | 3.0% | -14 | -4% | 3 | 12 | -3 | 6% | -1%
Cc1cccc(C)c1NC(=O)CN(C)C(=O)c1cc(S(=O)(=O)N(C)C)ccc1N1CCCC1 | 8 | -0.9% | -2 | -4% | 4 | 4 | 4 | -3% | -16%
Cc1cc(C)n2nc(C(=O)OCC(=O)N(C)CC(=O)Nc3ccc(F)cc3)nc2n1 | 11 | 1.5% | -2 | -2% | 2 | 7 | 8 | 0% | 1%

Next entries follow:
molecule | D1 PAM | RXFP1 agonist | RXFP1 antag | GRP78 ERSR act | D1 agonist | D1 antagonist | D2 PAM | Vif-A3G inh | Vif-APOBEC3F blk
CN(C)S(=O)(=O)c1ccc(C(=O)Nc2ccc(Cl)cc2)cc1 | -3 | -0.6% | nt | 5% | 9 | -28 | 7 | -10% | 1%
CCCCCCC1CC(=O)NC(=O)N1 (configuration not stated) | -2 | 1.4% | -5 | -6% | 6 | -12 | nt | 0% | ?
O=C(NCc1ccco1)c1ccc(COc2cccc3ccccc23)cc1 | -8 | 0.0% | 1 | 0% | 9 | -18 | 18 | -3% | 0%
CC(C(=O)Nc1ccc(O)cc1)c1cccc(C(=O)c2ccccc2)c1 (configuration not stated) | -4 | 0.8% | -10 | -1% | 13 | -25 | 2 | 0% | -1%
Cc1oc2nc(SCC(=O)NCCCO)nc(N)c2c1C | 0 | 3.0% | -3 | -3% | 0 | 1 | -1 | 2% | 4%
Cc1c(N)cc[n+](CC(=O)c2ccccc2)c1C | 7 | 3.0% | -8 | -2% | 2 | 18 | -8 | -3% | 10%
Brc1ccccc1/C=N/Nc1ccccn1 | -1 | 0.5% | 13 | 9% | -4 | 2 | -5 | -1% | 3%
CCN(CC)c1ccc(/C=C/c2cc(-c3ccccc3)c3ccccc3n2)cc1 | 17 | ? | 11 | -7% | 325* | -57* | -6 | ? | ?
CCCn1nc(C(=O)NNC(=O)CSC(C)C(=O)Nc2cc(C)on2)c2ccccc2c1=O (configuration not stated) | -6 | 2.5% | -10 | -2% | 3 | 1 | 16 | 0% | -7%
COc1ccc(NC(=O)CN2C(=O)/C(=C3\SC(=S)N(CCC(=O)O)C3=O)c3ccccc32)cc1 | 2 | 1.5% | 1 | -6% | 0 | 16 | 2 | -2% | 9%
CCN(CC)S(=O)(=O)c1ccc(NC(=O)c2ccc(OCC3CCCO3)cc2)cc1 (configuration not stated) | -2 | -0.1% | -18 | -5% | 22 | -28 | 6 | 9% | 2%
CCOc1ccc(C(=O)OCc2cc(=O)n3nc(C(C)C)sc3n2)cc1 | -8 | 1.8% | nt | -1% | 5 | 2 | 9 | 4% | 2%
CCCCCCCc1c(C#N)c(N)[nH]c(=S)c1C#N | -7 | 7.0% | -18 | 0% | 2 | -13 | -7 | -1% | 4%
N=c1n(CCCOc2ccc(F)cc2)c2ccccc2n1CC(N)=O | 1 | 2.8% | -9 | -2% | 1 | -4 | -4 | 1% | 5%
CCOc1ccc(NC(=O)c2ncoc2-c2ccco2)cc1 | 0 | 0.5% | nt | 0% | 4 | 0 | 8 | -4% | -1%
CCOc1cc(Br)c(Br)c(C=Nc2ccc(NC(C)=O)cc2)c1O | 5 | 0.0% | -5 | -4% | 2 | 13 | 13 | 1% | -37%
COC(=O)c1ccc(Cn2c(SCc3ccccc3)nc3ccncc32)cc1 | 0 | 1.6% | -39 | -2% | 12 | 11 | 0 | -3% | 1%
CC1CCCC(NC(=O)COC(=O)c2cccc(S(=O)(=O)N3CCCCC3)c2)C1C (configuration not stated) | -2 | -3.3% | 5 | -5% | -1 | -2 | 5 | 2% | -10%
COc1ccc(-c2cc(N)n(CCC#N)n2)c(OC)c1 | -8 | -0.2% | 1 | -3% | 0 | -10 | -8 | 0% | -9%
O=C(NC(=S)Nc1ccccc1N1CCOCC1)c1cccs1 | 2 | -1.1% | -10 | -3% | 1 | 0 | 4 | -9% | 4%
COc1ccc(C)cc1-n1nc2ccccc2n1 | -1 | -1.1% | 3 | 2% | 2 | -3 | -3 | 1% | 3%
CCN1CCN(C(=S)Nc2ccc(Cl)c(Cl)c2)CC1 | -1 | 3.1% | nt | 1% | 20 | 3 | 6 | -1% | 4%
COc1ccccc1CNC(=O)CCCNS(=O)(=O)c1cccc2nsnc12 | -5 | -1.0% | -16 | -4% | 1 | -28 | -25 | 1% | nt
Cc1nc(NC(=O)CN2CCN(c3cccc(Cl)c3)CC2)sc1C(=O)N(C)C | -3 | 2.2% | 9 | -3% | 2 | -20 | 3 | -3% | 0%
CCOc1ccccc1NC(=O)c1ccccc1-c1ccccc1 | 5 | 0.8% | 4 | -2% | 14 | 3 | 4 | -17% | 12%

Continued:
molecule | D1 PAM | RXFP1 agonist | RXFP1 antag | GRP78 ERSR act | D1 agonist | D1 antagonist | D2 PAM | Vif-A3G inh | Vif-APOBEC3F blk
O=C(OCc1nc2ccccc2s1)c1ccccc1O | 1 | 2.9% | 2 | 4% | 3 | 6 | 0 | -1% | -4%
CCc1nc(N)nc2c1C(=O)CC(C)(C)C2 | -4 | 0.0% | 15 | 0% | 1 | 3 | 6 | 0% | -4%
O/N=C(/Cc1ccccn1)c1ccccc1 | -3 | 0.6% | -6 | 4% | 3 | 5 | -14 | -3% | 1%
Cc1ccccc1-c1nc(S(=O)(=O)c2ccc(Br)cc2)c(NCc2cccnc2)o1 | -4 | -0.6% | 10 | -5% | -1 | 9 | -14 | -1% | -3%
COc1cccc(/C=C/C(=O)N2CCN(c3n[nH]c(=O)[nH]c3=O)CC2)c1OC | -6 | -0.1% | -1 | -1% | 2 | -11 | nt | -5% | -18%
COc1ccc(COC(=O)CCN=C2NS(=O)(=O)c3ccccc32)cc1F | -5 | -0.2% | -13 | -4% | 6 | 23 | -5 | -1% | 2%
COc1cc(OC)c(NC(=O)Cc2ccc(OC)c(S(=O)(=O)N3CCOCC3)c2)cc1Cl | -4 | 2.4% | -14 | -4% | 4 | -20 | 8 | -7% | -16%

This is a subset; count on the stated rates, not on these rows.
